High-throughput results as filed in PubChem.
N370S GC mod = N370S glucocerebrosidase modulation, Gaucher chaperone candidate. Potency, µM (series often up to 59.4 µM), for inactives: at the top dose activity change, negative = inhibition, usual class: inhibitors. 330,000 compounds, 0.092% hits. P04062. N370S GC spleen homogenate, 4MU-glucoside fluorescence;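 note: 0% = full enzyme activity and -100% = no enzyme basal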
KAT2A inh = inhibitors of human GCN5L2 histone acetyltransferase | Q92830 | GCN5L2 HAT assay, ThioGlo1 CoA-SH fluorescence | Potency, µM (doses to about 58.9 µM), for the others: at the top dose activity change, negative = inhibition, most hits filed as inhibitors | 390,000 compounds, 0.21% hits | AID 504327
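Enzyme at 20nM final was mixed with library compounds for 15 min at room temperature. Peptide H3(1-25) at 75uM, acetyl-CoA at 70uM and ThioGlo1 at 50uM were then added. Plates were read immediately and after 20 min (Ex340nm/Em540nm).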
FEN1 inhibitor = blocks human flap endonuclease 1 | Recombinant FEN1 flap cleavage, fluorescence, 15 min | Potency, µM (titrated, usually from 114 µM), for the others: at the top dose activity change, negative = inhibition, hits mostly inhibitors | AID 588795 | 390,000 compounds, 0.35% hits | P39748; note: nearly all actives have a fitted effect of over 65% in size
Target sequence (P39748 whole entry, looked up): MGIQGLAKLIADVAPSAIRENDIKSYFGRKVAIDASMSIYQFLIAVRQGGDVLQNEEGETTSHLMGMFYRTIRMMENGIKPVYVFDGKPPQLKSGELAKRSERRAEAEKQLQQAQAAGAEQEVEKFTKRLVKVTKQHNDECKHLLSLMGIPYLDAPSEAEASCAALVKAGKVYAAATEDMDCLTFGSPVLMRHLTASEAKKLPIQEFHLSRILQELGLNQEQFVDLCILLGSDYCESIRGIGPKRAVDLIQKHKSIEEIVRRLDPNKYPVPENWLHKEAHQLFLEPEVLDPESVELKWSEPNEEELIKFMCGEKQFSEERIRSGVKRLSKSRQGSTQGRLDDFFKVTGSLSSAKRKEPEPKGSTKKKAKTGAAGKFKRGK
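Nuclease activity of 10 nM FEN1 was measured after 15 min of room-temperature exposure to titrated compounds, by adding 50 nM flap substrate and reading plates at 0 and 15 min.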
Starred values were filed as active, the others as inactive; ? = inconclusive; . = no result given; & = joins results of further samples; [ ] = dose if it differs, or a comment. Calls come from the whole dose curve; as a rule, active = well fitted curve in the direction sought with a large enough effect; inconclusive = small, poorly fitted or top-dose-only effect, or another doubt; inactive = no such curve, though single readings can be large; an effect the other way counts as inactive or inconclusive. Unless noted, % is set by controls: 0 for no effect and ±100 for the full control effect; potency is the fitted concentration of half-maximal effect.

Fields: N370S GC mod | KAT2A inh | FEN1 inhibitor
1. CCCN(Cc1cc2cc(C)ccc2[nH]c1=O)C(=O)c1cccc([N+](=O)[O-])c1
→ 1% | 2% | -16%
2. CN(CC(=O)Nc1c(Cl)cccc1Cl)C(=O)C1CC(=O)N(Cc2ccccc2)C1 (stereo unspecified)
→ . | -1% | -15%
3. CCn1c(SCC(=O)N2CC(=O)Nc3ccccc32)nnc1-c1ccoc1C
→ -10% | 1% | 1%
4. CCOC(=O)C1CCCN(CCC(C)c2ccccc2)C1 (stereo unspecified)
→ -2% | -4% | -1%
5. CCCC12CN3CC(CCC)(CN(C1)C3c1c[nH]c3ccccc13)C2=O (stereo unspecified)
→ . | 2% | -11%
6. CCn1nnnc1SCC(=O)N1CCCc2ccccc21
→ 24% | -2% | 7%
7. COc1ccc2[nH]c3c(=S)nc[nH]c3c2c1
→ 5% | ? | -12%
8. COc1ccccc1C(=O)NCC1CCN(c2ccc(S(=O)(=O)N3CCOCC3)cc2)CC1
→ 14% | -18% | 10%
9. CCc1ccccc1NC(=O)CCCN1C(=O)COc2ccc(C)cc21
→ . | -7% | -15%
10. COc1ccc(Br)cc1CNC(=O)CCc1nc(-c2ccc(C)cc2)no1
→ 6% | -15% | 9%
11. COc1cc(OC)cc(C(=O)N2CCN(c3ccccn3)CC2)c1
→ 3% | -6% | 1%
12. Cc1nc2c(c(C)c1CCC(=O)Nc1ccc(F)cc1)c(=O)n(C)c(=O)n2C
→ . | -5% | -7%
13. CCCCc1nnc(NC(=O)C2CCCO2)s1 (stereo unspecified)
→ 10% | 2% | -1%
14. Cc1ccc(S(=O)(=O)N/N=C/c2cn(C)nc2C)cc1
→ 5% | 2% | -3%
15. Cc1ccc(NC(=O)CSc2nc(=O)n(CCN3CCOCC3)c3c2CCC3)cc1Cl
→ . | 1% | 3%
16. CC(OC(=O)CCCc1c[nH]c2ccccc12)C(=O)Nc1ccc(S(N)(=O)=O)cc1 (stereo unspecified)
→ -23% | -9% | 2%
17. CCn1c(C)nc2cc(C(=O)NNC(=S)Nc3ccc(Cl)cc3Cl)ccc21
→ -4% | -2% | 6%
18. Cc1ccc(-n2c(C)c3c(C)nnc(C)c3c2C)cc1
→ -5% | 1% | .
19. CCc1nc2sc(C(=O)O)c(N)c2c2c1CCCC2
→ 0% | -2% | -1%
20. NS(=O)(=O)c1cc2c(cc1Cl)NC(Cc1ccccc1)NS2(=O)=O (stereo unspecified)
→ 17% | -1% | -10%

Continued.
Fields: N370S GC mod | KAT2A inh | FEN1 inhibitor
21. CC(N)C12CC3CC(CC(C3)C1)C2 (stereo unspecified)
→ -9%&-7%&-10%&-2% | -10%&-7%&-3%&-2% | 10%&-6%
22. CN(C)S(=O)(=O)c1ccc(NC(=O)COC(=O)Cn2[nH]c(=O)c3ccccc3c2=O)cc1
→ -2% | -3% | -11%
23. CCCCCC(=O)Nc1ccc(Cl)cn1
→ -1% | -11% | -1%
24. CC(C)Oc1ccc(C(=O)/C=C2/C(=O)Nc3ccccc32)cc1
→ -3% | -24% | -3%
25. CSc1ccc(C2CC(=O)Oc3c2c(=O)n(C)c2ccccc32)cc1 (stereo unspecified)
→ . | -2% | 20%
26. CCOc1cc(NC(=S)NCCCN2CCOCC2)c(OCC)cc1NC(=O)c1ccc(OC)cc1
→ -2% | -1% | -1%
27. O=C(c1c(F)cccc1F)N(Cc1ccccn1)C1CCCC1
→ 0% | 0% | -4%
28. CCCN1CCN(c2nnc(-n3cccc3C(=O)Nc3cc(Cl)ccc3C)s2)CC1
→ . | 23% | 5%
29. Cc1nn2c(NCc3ccccn3)c3c(nc2c1-c1ccccc1)CCC3
→ 9% | -5% | -15%
30. CN(C1CCCCC1)S(=O)(=O)c1ccc(NC(=O)CCC(=O)O)cc1
→ 14% | -4% | 11%
31. Cc1c(C(=O)N2CCCC(C(F)(F)F)C2)oc2ccccc12 (stereo unspecified)
→ . | -5% | 2%
32. Cc1ccc(CSc2nnc(-c3cccnc3)n2N)cc1
→ 9% | -10% | -2%
33. COc1ccc(NS(=O)(=O)c2ccc(NC(=O)C(C)(C(F)(F)F)C(F)(F)F)cc2)nn1
→ 1% | -6% | -10%
34. CN(Cc1ccco1)c1ncncc1-c1ccccc1Cl
→ -11% | -19% | .
35. O=C(CN1C(=O)NC2(CCCCCCC2)C1=O)N1CCOCC1
→ -9% | -2% | -4%
36. CCOC(=O)C1CCCN(C(=O)CN2C(=O)C(CC)Oc3ccc(C)cc32)C1 (stereo unspecified)
→ -3% | -2% | -4%
37. CCCCN(C)c1nnc(NC(=O)Nc2cccc(C(C)=O)c2)s1
→ . | -5% | 1%
38. C/C(=N\NC(=O)c1nnn(-c2nonc2N)c1C)c1ccc(-c2ccccc2)cc1
→ -4% | -17% | 0%
39. COc1ccc(C(=O)NCCn2cc(SCC(=O)Nc3ccc4c(c3)OCCO4)c3ccccc32)cc1OC
→ . | -2% | -10%
40. COc1cc(OC)cc(C(=O)Nc2ccc(S(=O)(=O)Nc3ccccn3)cc2)c1
→ -4% | -6% | 13%

Five structures from above, arranged by molar mass, ascending:
Fields: N370S GC mod | KAT2A inh | FEN1 inhibitor
21. CC(N)C12CC3CC(CC(C3)C1)C2 (stereo unspecified)
→ -9%&-7%&-10%&-2% | -10%&-7%&-3%&-2% | 10%&-6%
34. CN(Cc1ccco1)c1ncncc1-c1ccccc1Cl
→ -11% | -19% | .
24. CC(C)Oc1ccc(C(=O)/C=C2/C(=O)Nc3ccccc32)cc1
→ -3% | -24% | -3%
40. COc1cc(OC)cc(C(=O)Nc2ccc(S(=O)(=O)Nc3ccccn3)cc2)c1
→ -4% | -6% | 13%
22. CN(C)S(=O)(=O)c1ccc(NC(=O)COC(=O)Cn2[nH]c(=O)c3ccccc3c2=O)cc1
→ -2% | -3% | -11%

Further compounds follow:
Fields: N370S GC mod | KAT2A inh | FEN1 inhibitor
41. COc1cc(CN2CCN(C(=O)CC(C)C)CC2)cc(OC)c1OC
→ 17% | 39%[activator] | -13%
42. O=C(Nc1nc2ccccc2[nH]1)c1ccccc1
→ 5% | -1% | -7%
43. CCOC(=O)NC1CCS(=O)(=O)C1 (stereo unspecified)
→ 7%[2.35 µM] | -1% | -5%
44. CN(Cc1ccccc1)CC(O)COc1ccc(CNCc2ccc(Cl)s2)cc1 (stereo unspecified)
→ 5% | -7% | 5%
45. O=C1c2ccccc2-c2ncnc3c(N4CCOCC4)cc(N4CCOCC4)c1c23
→ -1% | -2% | ?
46. CCOC(=O)c1c(Nc2ccc(OC)cc2)nnc(-c2ccccc2)c1-c1ccccc1
→ . | -2% | 10%
47. O=C(CSc1n[nH]c(-c2ccccn2)n1)Nc1ccccc1
→ -7% | -18% | -2%
48. Cc1cccc(CNc2ncnc3ccc(-c4ccc5c(c4)OCCO5)cc23)c1
→ -10% | -9%&-6% | -4%
49. CC1(C)O[C@H]2CC(=O)OC[C@]23[C@H]2CC[C@@]4(C)[C@H](c5ccoc5)OC(=O)[C@H]5O[C@]54[C@]2(C)[C@@H](O)C[C@@H]13
→ . | 1% | -3%
50. Cc1ccc2c(c1)N(C(=O)CCC(=O)NCc1cccs1)CCO2
→ . | -6% | -10%
51. O=C(Nc1ccc2c(c1)OCCO2)c1cccc(S(=O)(=O)N2CCCCC2)c1
→ -2% | -10% | -3%
52. COc1ccc(C2=NOC(Cn3nc(C(=O)NCc4ccccc4OC)cc3-c3ccccc3)C2)cc1 (stereo unspecified)
→ ? | -10% | -23%
53. O=C1c2ccccc2[C@@H]2C[C@H]3O[C@H]3CCN12
→ . | 0% | -13%
54. CCn1c(SCC(=O)Nc2cc(C)on2)nc2c(c1=O)SC(C)C2 (stereo unspecified)
→ -1% | -4% | -4%
55. Cc1nnc(Oc2ccccc2F)c2ccccc12
→ -4% | 1% | -8%
56. Cc1ccc(N2C(=O)CS(=O)(=O)C23C(=O)N(Cc2ccccc2F)c2ccccc23)cc1Cl (stereo unspecified)
→ . | -5% | -20%
57. COc1ccc(CN(C(=S)Nc2ccccc2)C2CC(=O)N(c3ccc(F)cc3)C2=O)cc1 (stereo unspecified)
→ 4% | -7% | 0%
58. O=C(O)/C=C/C(=O)Nc1ccc2nccnc2c1
→ 4% | 0% | -1%
59. O=C(c1ccc([N+](=O)[O-])cc1)N(Cc1ccc(Cl)cc1)N1C(=O)CCCC1=O
→ 3% | -8%[0.501 µM] | 2%
60. COc1ccc2c(c1)C(NC(C)=O)C(=O)N2C (stereo unspecified)
→ 2% | -1% | 8%

Reformatted: results already given
#	SMILES	N370S GC mod	KAT2A inh	FEN1 inhibitor
41	COc1cc(CN2CCN(C(=O)CC(C)C)CC2)cc(OC)c1OC	17%	39%[activator]	-13%
57	COc1ccc(CN(C(=S)Nc2ccccc2)C2CC(=O)N(c3ccc(F)cc3)C2=O)cc1 (stereo unspecified)	4%	-7%	0%
52	COc1ccc(C2=NOC(Cn3nc(C(=O)NCc4ccccc4OC)cc3-c3ccccc3)C2)cc1 (stereo unspecified)	?	-10%	-23%
43	CCOC(=O)NC1CCS(=O)(=O)C1 (stereo unspecified)	7%[2.35 µM]	-1%	-5%
45	O=C1c2ccccc2-c2ncnc3c(N4CCOCC4)cc(N4CCOCC4)c1c23	-1%	-2%	?

Back to the main list, repeating the 3 entries before the break.
Fields: N370S GC mod | KAT2A inh | FEN1 inhibitor
58. O=C(O)/C=C/C(=O)Nc1ccc2nccnc2c1
→ 4% | 0% | -1%
59. O=C(c1ccc([N+](=O)[O-])cc1)N(Cc1ccc(Cl)cc1)N1C(=O)CCCC1=O
→ 3% | -8%[0.501 µM] | 2%
60. COc1ccc2c(c1)C(NC(C)=O)C(=O)N2C (stereo unspecified)
→ 2% | -1% | 8%
61. O=C(Nc1ccccc1)Nc1nc(-c2ccc(F)c(F)c2)cs1
→ 2% | ? | -5%
62. COc1ccc(NC(=O)c2ccc(Cl)nc2)cc1S(=O)(=O)N1CCCCC1
→ 0% | -12% | 1%
63. CC1CCN(S(=O)(=O)c2ccc(C(=O)Nc3nnc(-c4ccccn4)o3)cc2)CC1
→ 20% | -9% | 13%
64. COC(=O)[C@H](CO)NS(=O)(=O)c1ccc(C)cc1
→ . | -1% | -12%
65. Cc1ccc(NC(=O)CN(C)C(=O)COC(=O)c2nccnc2N)cc1
→ . | -1% | 24%
66. Cc1ccc2nc(NC(=O)c3ccc(S(=O)(=O)N4CCC(C)CC4)cc3)sc2c1
→ . | -6% | 18%
67. COC(CNC(=O)c1ccc2c(=O)n(Cc3ccc(Cl)cc3)c(=S)[nH]c2c1)OC
→ -10% | -20% | -2%
68. COc1ccc2c(c1)C1=C(CC2)C(c2ccc(C)cc2)NC(=S)N1 (stereo unspecified)
→ 16% | -10% | ?
69. COc1cc(C2C(C#N)=C(N)N(c3cccnc3)C3=C2C(=O)CCC3)ccc1O (stereo unspecified)
→ -2% | -5%[0.501 µM] | 14%
70. CCOC(=O)c1cccc(NC(=O)CCS(=O)(=O)c2ccc(Br)s2)c1
→ 6%[12.8 µM] | -3%&-3% | -12%&0%
71. CCOC(=O)c1c(N=CN(C)C)c(C#N)c2n1CCCC2
→ 7% | 4% | 8%
72. CC(C(=O)O)c1n[nH]c(=O)c2ccccc12 (stereo unspecified)
→ 11% | -2% | 0%
73. Cc1cccc(NC(=O)c2oc3ccccc3c2NC(=O)Cc2coc3c(C)c(C)ccc23)c1
→ . | 7% | 1%
74. COc1cc(/C=C/c2nc3cc(Cl)ccc3c(=O)n2-c2ccc(C)cc2C)cc(OC)c1OC
→ . | 1% | -7%
75. CCOC(=O)c1noc2ncnc(N3CCN(c4cccc(C(F)(F)F)c4)CC3)c12
→ . | -15% | -2%
76. O=C(CN1CCN(CN2C(=O)NC3(CCCCCC3)C2=O)CC1)Nc1ccc(F)cc1
→ . | -1% | -3%
77. CC(C)c1ccc(NC(=O)COC(=O)C2=COCCO2)cc1
→ 8% | -6% | -2%
78. CCc1ccc(NC(=S)N(CCN2CCCCC2)Cc2ccco2)cc1
→ -20% | -5% | -4%
79. COC(=O)c1oc(-c2ccccc2)nc1C
→ 2% | -3% | -11%
80. COc1cccc(NC(=O)c2ccccc2N2C(=O)C3C4C=CC(C5CC45)C3C2=O)c1 (stereo unspecified)
→ -12% | -8% | 12%

3 entries drawn at random from those above, as already listed:
Fields: N370S GC mod | KAT2A inh | FEN1 inhibitor
75. CCOC(=O)c1noc2ncnc(N3CCN(c4cccc(C(F)(F)F)c4)CC3)c12
→ . | -15% | -2%
61. O=C(Nc1ccccc1)Nc1nc(-c2ccc(F)c(F)c2)cs1
→ 2% | ? | -5%
78. CCc1ccc(NC(=S)N(CCN2CCCCC2)Cc2ccco2)cc1
→ -20% | -5% | -4%

A portion of the library (hit frequency here may not be typical).
